# Compound activity from PubChem.
# GSK3A inh – blockers of GSK3A enzyme activity – biochemical, luminescence, cell-free homogeneous, HTS, primary screen; inhibition, % at 10 µM; Glycogen synthase kinase-3 alpha (Homo sapiens), P49840; GSK-3 alpha kinase, ADP-Glo luminescence, 60 min; hit rate 0.1% among 320,000;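 in the data active = inhibition above about 50%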;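 note: GST-tagged GSK-3 alpha with peptide substrate and 25 µM ATP; 0% = DMSO neutral wells and 100% = GW8510 positive control wells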
# Target sequence (P49840 whole entry, looked up): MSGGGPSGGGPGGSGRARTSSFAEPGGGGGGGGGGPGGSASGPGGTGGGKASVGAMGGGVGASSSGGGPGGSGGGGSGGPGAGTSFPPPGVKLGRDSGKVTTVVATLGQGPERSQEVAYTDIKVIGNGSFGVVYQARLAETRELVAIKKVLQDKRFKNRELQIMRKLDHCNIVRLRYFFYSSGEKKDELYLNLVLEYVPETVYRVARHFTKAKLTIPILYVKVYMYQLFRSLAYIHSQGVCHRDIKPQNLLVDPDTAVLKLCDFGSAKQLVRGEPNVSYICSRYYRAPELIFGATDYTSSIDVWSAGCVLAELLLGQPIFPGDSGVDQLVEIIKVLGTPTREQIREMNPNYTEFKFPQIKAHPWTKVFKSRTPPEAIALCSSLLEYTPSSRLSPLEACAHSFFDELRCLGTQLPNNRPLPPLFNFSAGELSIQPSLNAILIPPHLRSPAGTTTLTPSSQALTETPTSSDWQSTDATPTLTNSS
# HSP90 inh – HSP90 inhibitors, primary screen, cell lysate, luminescence | Heat shock protein HSP 90 (rabbit reticulocyte lysate; luciferase refolding) | Rabbit reticulocyte lysate, luciferase refolding luminescence, 3 h | inhibition, % at 5.6 µM | hit rate 0.91% among 290,000 | AID 1789, 2009;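 active = inhibition above the screen-wide mean plus 3 SD, computed separately per campaign, cut at about 16% in these data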;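 note: 0% = DMSO wells and 100% = 60 µM geldanamycin wells; inhibitors lower the luminescence because luciferase stays unfolded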
# HSF1 inhib – HSF1 inhibitors in luciferase reporter cells, primary screen, cell-based, NIH3T3, luminescence | NIH3T3-HGL HSE-luciferase, MG132-induced, luminescence 8 h; active compounds read low | hit rate 0.77% among 300,000 | activity change, negative = inhibition, % at 7.5 µM (by protocol);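 active = more than half of replicate wells show activity change below -50%, luminescence cut by over half; inconclusive = some wells, but at most half, below -50%; inactive = no replicate well below -50%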;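 note: luciferase reports HSF-1 transcriptional activity via heat shock element; 0% = median of DMSO wells and -100% = zero luminescence signal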
# AI-2 QS modul – Vibrio harveyi AI-2 quorum sensing modulators, primary screen, JMH597 strain, luminescence/OD600 ratio. Vibrio harveyi JMH597 AI-2 luminescence/OD600 ratio, 9 h; active compounds read low; strain lacks LuxN and CqsS sensors; 0 = neutral-control median. activity change, % at 7.5 µM. hit rate 0.4% among 300,000. AID 2094, 2009; in the data active = activity change below about -75%, passing the limit was not always enough; inconclusive = no clear call, values can overlap the other calls;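 note: luminescence divided by OD600 gain over 9 h not by final OD600 alone; inactives centre near 13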
# HIF act – HIF pathway transcriptional activators, primary screen, cell-based, U2OS HRE-luciferase, luminescence. hit rate 0.32% among 300,000. activation, % at 7.5 µM (by protocol). AID 1910, 2009. U2OS HRE-luciferase reporter; normalized: DMSO 0%, desferrioxamine 100%;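 active = mean activation of at least 10% of the iron chelator positive control signal, with at least half of replicates also reaching 10%; inconclusive = mean and replicate majority disagree about reaching 10%; inactive = mean and most replicates under 10%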
# KLF5 inhibitor – KLF5 expression inhibitors, primary screen, DLD-1 cells, luminescence; DLD-1 KLF5 promoter-luciferase reporter; inhibition, % at 5 µM; hit rate 0.23% among 290,000;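 active = inhibition above a per-plate limit of that plate's mean compound inhibition plus 3 SD, cut at about 60% in these data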;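 note: 0% = DMSO wells and 100% = LY294002 at 200 µM; higher means less KLF5 promoter-driven luciferase light; inactives centre near -14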
# HSF1 activator – HSF-1 activators, primary screen, NIH3T3-HGL cells, MG132 stress, luminescence, single point | NIH3T3-HGL HSF-1 luciferase reporter, 8 h; 100% = twice DMSO control signal | activation, % at 9 µM | hit rate 1.7% among 300,000 | AID 504408, 2011;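 active = mean replicate activation of at least 50% with a set share of replicates each reaching 50%; inconclusive = only one of those two conditions met; inactive = mean below 50% and too few replicates reaching it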;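 note: 0% = median of the neutral control wells and 100% = twice that signal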
# aSyn 5UTR inh – MLPCN primary screen, SNCA 5' untranslated region | hit rate 0.82% among 300,000 | alpha-synuclein 5'UTR reporter, inhibitor activity | inhibition, % (tested at 7.5 µM); in the data active = inhibition above about 60%; inconclusive = no clear call, values can overlap the other calls;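 note: H4 neuroglioblastoma cells stably carrying SNCA 5'UTR luciferase fusion; 0% = DMSO wells and 100% = positive control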
# GSK3beta inhib – human GSK3beta kinase inhibitors, primary screen, biochemical, cell-free homogeneous, HTS; GST-GSK3beta kinase, ADP-Glo luminescence, 60 min; active compounds read low; activity score (negative = inhibition), % at 10 µM; AID 2097, 2009; hit rate 0.038% among 300,000;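 active = more than half of replicate wells score below -50%, meaning over 50% inhibition versus plate controls; inconclusive = some replicates but at most half score below -50%; inactive = no replicate scores below -50%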;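 note: 0% = median DMSO wells and -100% = median GW8510 positive control wells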
# Target sequence (P49841 whole entry, looked up): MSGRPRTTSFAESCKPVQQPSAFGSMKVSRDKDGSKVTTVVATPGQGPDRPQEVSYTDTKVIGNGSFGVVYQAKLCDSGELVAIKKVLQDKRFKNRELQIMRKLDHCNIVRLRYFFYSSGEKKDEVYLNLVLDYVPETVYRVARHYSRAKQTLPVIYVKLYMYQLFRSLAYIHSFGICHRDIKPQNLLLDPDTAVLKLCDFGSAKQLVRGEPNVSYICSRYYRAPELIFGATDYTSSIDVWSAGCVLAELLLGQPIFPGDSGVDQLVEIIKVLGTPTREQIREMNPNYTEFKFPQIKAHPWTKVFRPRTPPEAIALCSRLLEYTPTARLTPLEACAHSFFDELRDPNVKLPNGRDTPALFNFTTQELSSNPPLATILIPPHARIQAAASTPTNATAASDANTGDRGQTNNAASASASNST
#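 Test system – GST-tagged human GSK3beta kinase, cell-free · Incubation – 60 min enzyme reaction, room temperature · Signal – ADP-Glo luminescence · Also added – peptide substrate and ATP at 25 µM · Controls – DMSO neutral wells and GW8510 at 20 µM as positive · Buffer or medium – Tris/MgCl2 kinase buffer · Measure – Luminescence-derived activity versus plate DMSO and GW8510 wells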
# IEC-6 cytotox – cytotoxicity in IEC-6 intestinal epithelial cells, primary screen, cytotoxicity control for KLF5 inhibitor project, cell-based, luminescence; IEC-6 cytotoxicity, luminescence viability; inhibition, % at 5 µM; hit rate 0.78% among 290,000; in the data active = inhibition above about 22%;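 note: 0% = plate median of test compound wells and 100% = cytotoxic reference compound wells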
# Active calls of the source: *; ? = inconclusive; . = no result given.
SMILES,GSK3A inh,HSP90 inh,HSF1 inhib,AI-2 QS modul,HIF act,KLF5 inhibitor,HSF1 activator,aSyn 5UTR inh,GSK3beta inhib,IEC-6 cytotox
O=C(O)CSCC(=O)NCc1ccc(Cl)cc1,.,-2,-2,0,-0.4,-11,-2,-5,5,-6
O=C(/C=C/c1ccco1)NC(=S)Nc1ccccc1N1CCCC1,1,4,-3,23,-0.3,-40,-2,-15,0,2
COc1cccc(OC)c1Nc1nc(C)nc2c1nnn2Cc1ccccc1Cl,-3,-4,-8,0,0.2,-40,18,-5,1,-4
Cc1cc(C)c2cc(CN(Cc3ccco3)C(=O)NCc3ccccc3)c(=O)[nH]c2c1,-1,2,18,14,0.3,1,35,31,2,-2
CC(C)CC1C2C(=O)N(c3ccccc3)C(=O)C2ON1c1ccccc1 (stereo not drawn),-5,0,-1,12,0.4,-4,-3,-7,2,5
S=c1nc2ccccc2c2nc(-c3ccccc3Cl)[nH]n12,0,4,0,-2,-25,-26,4,-24,1,3
COc1ccccc1N1CCN(Cc2ccc(OC)c(OC)c2OC)CC1,-1,2,-3,29,0.8,10,-3,18,2,9
CC(=O)N1CCN(c2ccc(NC(=O)C(C)Oc3ccc(Cl)cc3Cl)cc2)CC1 (stereo not drawn),1,11,0,7,-0.2,2,-22,14,-4,-1
COc1ccc(OC)c(C2/C(=C(\O)c3ccc4c(c3)OCCO4)C(=O)C(=O)N2CC2CCCO2)c1 (stereo not drawn),1,5,-1,18,0.3,-14,-6,-13,-5,4
Cc1nn(-c2ccccc2)c(Cl)c1/C=C1\SC(=S)N(CCCCCC(=O)O)C1=O,-1,1,16,2,0.3,-17,23,-18,1,-5
COc1ccc(NC(=O)CSc2nc3ccccc3nc2N2CCOCC2)c(OC)c1,-1,-3,-1,7,0.3,-6,7,-2,0,5
Nc1ccc(C(=O)Nc2nccs2)cc1,-1,0,5,10,2.7,-55,18,-87,-1,3
Cc1noc(C)c1C(=O)N(CC(=O)NC1CCCC1)Cc1ccccc1F,-1,2,-1,9,-0.2,4,-20,1,3,3
O=C(c1ccccc1)c1ccc(Oc2ccc(C(=O)O)c(C(=O)O)c2)cc1,-3,4,-4,29,1.9,-17,-6,3,2,1
N/C(=N\OC(=O)Cc1ccc(Cl)cc1)c1cccnc1,0,-2,7,-25,0.7,-28,30,5,1,0
c1ccc(CCn2nnnc2CN2CCN(C3CCCC3)CC2)cc1,5,-1,5,24,-2.3,-20,-5,8,1,11
CCSC(C)CC1CC(=O)CC(=O)C1 (stereo not drawn),-3,0,5,5,0.3,4,10,-2,0,-8
Cc1cc(C)nc(/N=C(\N)Nc2ccc(F)c([N+](=O)[O-])c2)n1,0,-1,1,21,0.6,-30,12,-124,2,4
O=C(NCCC(=O)N1CCCC(C(F)(F)F)C1)c1ccccc1Cl (stereo not drawn),-3,-4,-3,36,0.0,-3,-12,-13,-6,-6
CCn1cc(C(=O)O)c(=O)c2cc(F)c(N3CCN(C(=S)NC(=O)c4ccc(Br)cc4)CC3)cc21,0,-2,-5,24,-0.2,-3,0,4,2,-2
Cc1ccc(S(=O)(=O)N/N=c2\sc3ccccc3n2C)cc1,0,2,13,17,3.2,-10,7,-115,2,15
Cc1ccc(C(=O)NCC2CCCO2)cc1N1CCCC1=O (stereo not drawn),-12,4,6,-10,-15,1,9,22,-2,-1
O=C(CCCN1C(=O)/C(=C\c2ccccc2)SC1=S)Nc1ccccc1O,-2,-3,11,2,0.0,-26,16,6,3,-4
Cc1cccc(OS(=O)(=O)NC(=O)OCC2CCCN3CCCCC23)c1 (stereo not drawn),-2,2,-3,15,-0.3,-17,-18,-13,-8,2
O=C(O)/C=C/c1cn(-c2ccccc2)nc1-c1ccccc1,-5,3,0,27,-0.7,-3,17,2,1,10
Cc1ccc2c(c1)-c1cc(C)nn1C(c1sccc1C)N2 (stereo not drawn),-1,6,2,8,0.6,-52,8,1,1,1
COCCN(CC(=O)Nc1ccccc1C)S(=O)(=O)c1ccc(S(=O)(=O)N2CCCC2)cc1,-1,1,5,29,-0.6,-14,11,14,0,-2
NC(=O)CSc1nnc2ccc(-c3ccc(Cl)cc3)nn12,2,1,6,39,?,-23,-5,6,4,-2
O=C(CN1C(=O)NC2(CCCC2)C1=O)N1CCN(c2ccccc2Cl)CC1,0,.,1,.,1.1,.,10,-44,.,.
CC(=O)Nc1ccc(NC(=O)Cc2ccc(-c3ccccc3)cc2)cc1,6,3,7,20,-33,-30,6,-22,-1,-4
c1nc2ccc(Cc3ccc4nc[nH]c4c3)cc2[nH]1,-2,1,-5,1,-1.0,-8,-3,-10,2,-1
Cc1ccc(CNn2cn[nH]c2=S)cc1,-4,.,-4,11,0.2,.,3,-3,-1,.
Cc1ccc(C)c(NC(=O)CCN2C(=O)c3ccccc3C2=O)c1,1,7,-10,-2,0.5,-32,7,-10,-2,-2
Nc1ccc(C(=O)c2ccccc2C(=O)O)cc1Cl,-7,1,-2,23,-0.1,-10,16,7,1,-4
CCc1nc(NCC2CCCN2CC)c2nnn(Cc3ccccc3F)c2n1 (stereo not drawn),2,-2,-4,2,1.8,0,-20,-14,0,-10
NC(CO)c1cn([C@@H](CCC(=O)O)C(=O)N2CCNCC2)nn1 (stereo partly drawn),2,3,-6,30,0.1,-18,-13,3,1,-8
COc1cc(C(c2sc3nc(C)nn3c2O)N2CCC3(CC2)OCCO3)cc(OC)c1OC (stereo not drawn),-6,-1,.,.,.,-13,.,.,.,-5
CC(=O)NC12CC3CC(C1)CC(C(=O)N1CCN(S(=O)(=O)c4cccc(C(F)(F)F)c4)CC1)(C3)C2,-3,.,-7,-1,-0.6,.,-1,-16,-6,.
O=C(CS(=O)(=O)c1ccccc1)Nc1ccc(Cl)cn1,1,1,-6,34,0.0,-36,3,-27,1,4
CCn1c(/C=N/Nc2ccc(C(=O)O)cc2)nc2ccccc21,-3,1,-11,33,-0.3,4,12,-26,-8,-6
O=C(NC1CCCCC1)N1CCSC1=Nc1ccccc1,-1,0,-8,11,-1.1,-9,-8,-5,0,1
O=C(Nc1ccon1)c1cccc(S(=O)(=O)N2CCCC2)c1,-1,-1,-5,11,-0.1,15,-6,-28,13,0
Cc1ccc(N2CCN(CC(O)COc3ccc([N+](=O)[O-])cc3)CC2)cc1 (stereo not drawn),-1,0,1,13,-0.3,-10,5,10,3,4
CCOc1cc(CNCCN2CCOCC2)ccc1OCc1ccccc1Cl,0,0,9,16,0.2,0,17,8,-1,-5
Cc1ccccc1CSCC(=O)NC(=O)NCc1ccco1,-4,7,-9,4,-0.3,1,-15,-1,4,7
O=C(Nc1ccccc1)c1ccc2nc(-c3ccco3)c(-c3ccco3)nc2c1,6,3,22,10,-0.4,-8,56*,2,-1,-12
O=c1c2c([nH]n1-c1ccccc1)CCCC2,-3,0,-4,10,0.0,-24,-4,20,-2,-3
O=C(Nc1ccc2c(c1)OCCO2)c1cccnc1Oc1ccc(Cl)cc1,-4,-1,6,19,-0.2,-30,-8,32,9,0
CCOC(=O)C1C(=O)Nc2nc(C)nn2C1c1ccccc1 (stereo not drawn),0,2,0,4,-0.5,13,12,1,1,5
Clc1ccccc1OCCCCN1CCNCC1,3,7,10,.,-15,-2,20,6,.,4
COc1ccc(Nc2ccc(N3C(=O)CC(C)C3=O)cc2[N+](=O)[O-])cc1OC (stereo not drawn),0,-2,-7,12,-0.7,-33,-20,13,0,0
CC1CN(CCOc2ccccc2[N+](=O)[O-])CC(C)O1 (stereo not drawn),-1,2,-5,20,0.6,-1,-5,-13,-5,3
Cc1ccc(-c2ccccc2)n1-c1cccc(C(=O)O)c1,-3,16,-7,-16,1.5,-111,-12,1,0,-9
O=C1C(C2=NC(C(=O)O)C3C(=O)N(c4ccccc4)C(=O)C23)=C(O)c2ccccc21 (stereo not drawn),1,3,5,23,-0.3,-18,-9,11,-1,5
O=C(CC(c1ccccc1)c1ccccc1)NCCO,-1,1,0,3,-0.4,-3,15,18,-1,7
COc1cccc(COC(=O)CCNC(=O)c2ccc(Br)cc2)c1OC,-2,.,7,-22,-7.6,.,12,4,2,.
CN(Cc1ccccc1)C(=O)CCC1CCN(C(=O)c2ccccc2C(F)(F)F)CC1,0,-4,3,15,0.2,-20,3,-5,3,-2
O=C(NCCCn1ccnc1)C1CC(c2ccccc2Cl)=NO1 (stereo not drawn),-1,4,-7,32,-0.1,-13,2,-14,1,5
O=C(OCc1nnc(-c2ccccc2)o1)c1ccc(-n2cnnn2)cc1,11,.,-4,26,-25,.,23,-3,3,.
COc1ccc(-n2c(SCC(=O)O)nc3sc4c(c3c2=O)CCCC4)cc1,-4,2,-1,0,-0.3,15,-25,-2,5,-2
# The results go on:
SMILES,GSK3A inh,HSP90 inh,HSF1 inhib,AI-2 QS modul,HIF act,KLF5 inhibitor,HSF1 activator,aSyn 5UTR inh,GSK3beta inhib,IEC-6 cytotox
O=C(CN1CCCCCC1)NC(c1ccccc1)c1ccccc1,-1,-2,0,.,-0.9,-9,-6,3,.,-5
CC1CCCC(C)N1C(=O)C1CC(c2ccc(F)cc2)=NO1 (stereo not drawn),-7,2,7,24,1.2,-31,9,-84,7,-3
NS(=O)(=O)c1ccc(CCNC(=O)C2COc3ccccc3O2)cc1 (stereo not drawn),1,-6,-2,8,0.1,-23,-18,8,3,-1
COc1ccc(C2CC3(CC(C)(C)NC(=S)N3)Oc3cc(O)cc(C)c32)cc1OC (stereo not drawn),7,-3,-4,14,-0.4,0,5,28,0,-3
Cc1ccc(C)c(OCCC(=O)NNC(=O)c2ccncc2)c1,-1,.,0,21,-7.3,.,3,9,2,.
O=C(c1ccc(Cl)s1)N(Cc1nnc(-c2ccccc2Cl)o1)C1CC1,2,.,29,14,3.2,.,20,-56,3,.
Cc1cc(C)n(-c2nc3c(c(=O)[nH]c(=O)n3C)n2Cc2ccccc2)n1,.,-3,2,12,0.0,-24,8,15,-2,-5
